ERK EGF inh: qHTS Assay for Inhibitors of the ERK Signaling Pathway using a Homogeneous Screening Assay; Stimulation with EGF; HEK293-V1b, EGF-stimulated phospho-ERK AlphaScreen; Potency, µM (doses to about 11.5 µM), for inactives: at the highest dose activity change, negative = inhibition, most hits filed as inhibitors; actives 0.41% (n = 130,000); AID 1454, 2008; active means well fitted inhibition curve with a large enough effect; inconclusive means small, poorly fitted or top-dose-only effect, or effect the other way;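 further: plate controls were stimulated vehicle wells for no effect and unstimulated vehicle basal for full effect; nearly all actives have a fitted effect of over 55% in size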
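Readout: AlphaScreen signal for phosphorylated ERK in lysed HEK293 cells stably expressing V1b. Stimulus 25 nM EGF, 5 min, following 30 min compound exposure. Data scaled to DMSO basal and full EGF activation.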
Numbers without * were called inactive; u = inconclusive; [ ] = remark or other dose. Potency means the concentration at half of the fitted maximal effect. The list is partial; the hit share may differ from the screen's.

No. | molecule | ERK EGF inh
1 | OCCOc1cccc(CN2CCC(CO)(CCOc3ccccc3)CC2)c1 | -17.3%
2 | Cc1ccc(CCC(=O)Nc2ccccc2F)s1 | 1.8%
3 | O=C(CCCn1c(=O)[nH]c2ccccc2c1=O)Nc1ccc(F)cc1 | 6.9%[57.5 µM]
4 | CN1CCN(CCC(=O)Nc2ccc(Br)cc2)CC1 | 1.8%
5 | CC1CCCCN1C(=S)NC(=O)c1cccs1 (stereo unspecified) | -14.0%[57.5 µM]
6 | COC(=O)C1CC(O)CN1C(=O)Nc1ccccc1 (stereo unspecified) | 2.0%
7 | Fc1ccc(N2CCN(Cc3c[nH]c4ccccc34)CC2)cc1 | -6.8%[57.5 µM]
8 | CCN(CC)S(=O)(=O)c1cc(C(=O)N(C)CC(=O)Nc2ccc(Cl)cc2)ccc1Cl | 6.4%
9 | O=C(Oc1ccccc1)c1ccc(NC(=O)c2ccco2)cc1 | -12.6%
10 | CCN(CC)C(=O)c1[nH]cnc1C(=O)N[C@@H](C)C(=O)OC(C)(C)C | -0.5%[57.5 µM]
11 | Cc1cc(C)nc(-n2nc(C)cc2NC(=O)CN2CCCC2)n1 | 8.3%
12 | O=C(CN(Cc1cccs1)C(=O)CCC(=O)Nc1ccccn1)NCc1ccccc1 | -3.2%
13 | CCn1c2ccccc2c2nnc(NN)nc21 | 8.6%
14 | COc1ccc(NC(=O)N2CC[C@@]3(CCCN(C(=O)c4csnn4)C3)C2)cc1 | -6.9%
15 | O=C(COC(=O)Cc1c(Cl)cccc1Cl)Nc1ccc(OC(F)(F)F)cc1 | 0.8%
16 | O=C(NCCCN1CCOCC1)c1cc2c(=O)[nH]c3ccccc3c2s1 | -4.8%
17 | Cc1nc2c(-c3ccc(F)cc3)c(C)nn2c(C)c1CCC(=O)Nc1ccc(F)cc1F | -6.6%[57.5 µM]
18 | CC(=O)Nc1ccccc1NC(=O)c1cccc2ccccc12 | -4.6%
19 | O=S(=O)(Nc1ncccn1)c1ccc(NS(=O)(=O)c2cccc(Cl)c2Cl)cc1 | -4.6%
20 | Cc1cc2nc3c(c(C(F)(F)F)n2n1)CCCC3 | 4.4%
21 | Cc1ccc(Cl)cc1N1CCN(C(=S)NCc2ccco2)CC1 | -7.1%
22 | C=C1CCN(C(CC(C)C)C(=O)OC)S(=O)(=O)c2ccccc21 (stereo unspecified) | 6.8%[57.5 µM]
23 | Cc1cc(NC(=O)C23CC4CC(C2)CC(n2cnc([N+](=O)[O-])n2)(C4)C3)no1 | -2.3%
24 | CCc1nn(CC(=O)NCCCN(CC)c2cccc(C)c2)c(=O)c2cc3occc3n12 | -2.6%
25 | Cc1ccc(S(=O)(=O)c2cc3c(=O)n4cccc(C)c4nc3n(CC3CCCO3)c2=N)cc1C (stereo unspecified) | 9.5%[57.5 µM]
26 | COc1ccc(-c2nnc(N(C)C(=O)c3ccno3)s2)cc1 | -1.6%
27 | C=CCOC(=O)c1[nH]c2c(c1C)C(=O)CC(c1cc(OC)c(OC)c(OC)c1)C2 (stereo unspecified) | -10.9%
28 | CCc1cccc2c(N=O)c(O)[nH]c12 | 1.0%
29 | CCC(=O)O[C@@]1(C(=O)CCl)C(C)CC2C3CCC4=CC(=O)C=C[C@@]4(C)[C@]3(F)C(O)C[C@]21C (stereo partly specified) | 9.5%
30 | NC1=NC(=O)/C(=C\c2cc([N+](=O)[O-])ccc2Cl)S1 | -2.6%
31 | CCc1nnc(NS(=O)(=O)c2ccc(NC(=S)NC(=O)c3ccncc3)cc2)s1 | -5.7%[57.5 µM]
32 | Cc1cccc(NC(=O)CN2C(=O)S/C(=C\c3ccccn3)C2=O)c1 | -1.6%
33 | COC(=O)c1cccc(COC(=O)c2ccc(N(C)C)cc2)c1 | -2.7%
34 | CCCCCc1nnc(NC(=O)c2ccc(=O)n(C)n2)s1 | -11.5%
35 | O=C(C[n+]1ccccc1)N/N=C/c1ccc(F)cc1 | -4.5%
36 | Cc1nnc(SCc2nc3scc(-c4ccccc4)c3c(=O)[nH]2)s1 | -5.3%[57.5 µM]
37 | O=c1c2ccccc2ncn1-c1cccc(Cl)c1 | -0.9%
38 | Cc1ccccc1-n1nc(C)c2c1N=C1C(Cl)=CC(Cl)=CN1C2c1ccc(C(=O)O)cc1 (stereo unspecified) | 4.0%
39 | O=C(COc1ccccc1)Nc1ccc2[nH]c(=O)[nH]c2c1 | -6.7%
40 | O=C(Cc1ccc([N+](=O)[O-])cc1)c1ccc(O)cc1O | -7.5%[57.5 µM]
41 | COc1ccc(/C=N/n2cnc3c([nH]c4ccc(F)cc43)c2=O)cc1CSc1ccccn1 | -8.8%[57.5 µM]
42 | Cc1cc(C)n(-c2ccc(C(=O)Nc3cccc([N+](=O)[O-])c3)cc2)n1 | u
43 | C=CCNC(=O)COc1cc(C)ccc1C | 7.5%
44 | COc1cccc(C(=O)Nc2ccc(C3CC3(Cl)Cl)cc2)c1 (stereo unspecified) | 4.0%
45 | Nn1c(Cc2ccccc2F)n[nH]c1=S | 2.6%
46 | CCCCN1C2CCCC1CC(NC(=O)C1CCCCC1)C2 (stereo unspecified) | 1.9%
47 | O=C(O)c1ccc(-c2nc(-c3ccc(Cl)cc3)cs2)cc1 | -3.9%
48 | CCn1c(C2CCN(S(=O)(=O)c3ccc(OC)cc3)CC2)n[nH]c1=S | -2.6%
49 | NS(=O)(=O)c1ccc(NC(=O)COC(=O)c2c3c(nc4ccccc24)/C(=C\c2ccc4c(c2)OCO4)CCC3)cc1 | 8.6%
50 | Cc1cc(C(=O)Nc2ccc3c(c2)CCC3)c2ccccc2n1 | 20.3%
51 | Cc1ccc(C(=O)NCCc2ccc(S(=O)(=O)N3CCCC3)cc2)cc1 | 5.9%
52 | CN(CC(=O)Nc1ccccc1C(F)(F)F)C(=O)COc1ncnc2ccccc12 | -4.8%
53 | C/C(=C\c1ccccc1)CN1CCC(C(=O)N2CCCCC2)CC1 | -5.4%
54 | Cc1ccc(S(=O)(=O)Nc2nc(-c3ccc(F)cc3)cs2)cc1 | 13.2%[57.5 µM]
55 | Cc1cc(C)c2c(N)c(C(=O)c3ccc(Cl)c(Cl)c3)sc2n1 | -3.0%
56 | Cc1nc(N)c(Cc2ccc(Cl)cc2Cl)c(N)n1 | -3.7%
57 | CC(=O)Nc1ncc(Cc2cccc(Cl)c2Cl)s1 | 12.8%
58 | CC(C)c1onc(C(=O)N2CCOCC2)c1[N+](=O)[O-] | -0.4%[57.5 µM]
59 | C#CCNC(=O)C1=C[C@@H](c2ccc(Br)cc2)[C@H](CCCO)[C@@H](OCC)O1 | -13.4%[57.5 µM]
60 | COCCN(C(=O)CC(C)(C)C)c1nnc(-c2cccnc2)s1 | 6.5%

Other compounds
No. | molecule | ERK EGF inh
61 | O=C(Nc1ccc(S(=O)(=O)Nc2ncccn2)cc1)c1cccc(S(=O)(=O)N2CCCC2)c1 | -8.0%[57.5 µM]
62 | O=C(Nc1ccccn1)c1cc2ccccc2o1 | -11.0%
63 | COC(=O)CCC(=O)OC1(C)C(=O)C=C2C=C(C3CC3)N(c3cccc(C#N)c3)C=C2C1=O (stereo unspecified) | 4.0%[57.5 µM]
64 | Cc1cc([N+](=O)[O-])c2c(c1C)C1C=CCC1C(c1ccccn1)N2 (stereo unspecified) | u
65 | COc1cccc(COc2ncnc3sccc23)c1 | -5.4%
66 | Cc1[nH]n(-c2ccccc2)c(=O)c1C(=O)c1ccccc1 | -9.8%[57.5 µM]
67 | O=C(CSc1cccc[n+]1[O-])Nc1cc2c(cc1Cl)C(=O)c1ccccc1C2=O | 4.8%
68 | CCOc1ccc(/C=N/n2c(C)nnc2C)cc1OC | 4.2%
69 | CC1(C)CC(=O)C2=C(C1)N(c1ccccc1)C(N)=C(C#N)C2c1ccccc1 (stereo unspecified) | 8.5%
70 | O=C(/C=C/Sc1ccc(C(F)(F)F)cn1)c1ccccc1 | -4.5%[57.5 µM]
71 | CCCCn1c(SCc2ccccn2)nc2c1c(=O)n(C)c(=O)n2C | 3.4%
72 | Cc1ccccc1NC(=S)N(CCCN1CCC(C)CC1)Cc1ccco1 | 5.4%
73 | COc1cccc([C@@H]2Oc3ccc(OC)cc3C[C@H]2OC(=O)N[C@H]2CCCc3ccccc32)c1 | -8.1%
74 | COCCNc1c(-c2ccc(OC)cc2)nc2ccc(Cl)cn12 | 1.1%
75 | CN1/C(=C\C(=O)c2cccs2)C(C)(C)c2ccccc21 | u
76 | Cc1nc2c(c(C)c1C#N)C(=O)c1ccccc1-2 | -1.6%
77 | O=C(NCc1ccccn1)NC1CCCCC1 | 1.2%
78 | Clc1ccc(CNc2cnccn2)cc1 | 4.3%
79 | S=C(NCCCN1CCOCC1)N1CCN(c2nc(-c3ccc(Cl)cc3)cs2)CC1 | -23.6%
80 | Cc1ccsc1/C=C(\C#N)C(=O)Nc1c(C)n(C)n(-c2ccccc2)c1=O | -3.8%
81 | N/C(=N\OC(=O)COc1ccccc1)c1ccccn1 | 6.3%
82 | O=C(N/N=C/c1ccc(N2CCOCC2)s1)c1ccccc1Cl | 7.6%
83 | Cc1ccc(CN2C(=O)N/C(=C\c3ccc(N4CCOCC4)cc3)C2=O)cc1 | 1.0%
84 | O=C(Nc1ccccc1Cl)c1cc[n+](Cc2ccc([N+](=O)[O-])cc2)cc1 | -1.6%
85 | O=C(/C=C\c1ccc2c(c1)OCO2)NC1(C(=O)Nc2ccc3c(c2)OCCO3)CCCCC1 | 7.8%
86 | Cc1cccc(OCCC(=O)Nc2ccc(C)c(S(=O)(=O)N3CCCCC3)c2)c1 | 0.2%
87 | Cc1nnn(C23CC4CC(CC(CC(=O)Nc5cccc(F)c5)(C4)C2)C3)n1 | 3.2%
88 | Cc1ccc2nc(N(CCN(C)C)C(=O)/C=C/c3cccs3)sc2c1 | 4.8%
89 | COc1cccc(CCNC(=O)c2ccc(C#N)cc2)c1 | -15.1%[57.5 µM]
90 | COCCSc1nnc(NC(=O)C2CC(=O)N(c3ccc(C)cc3)C2)s1 (stereo unspecified) | -6.8%
91 | CCOC(=O)c1ccc(NC(=O)Nc2ccccn2)cc1 | -1.2%
92 | CCC(CC)c1nnc(NC(=O)c2ccco2)s1 | 1.2%
93 | Cc1cc(=O)oc2cc(OCC(=O)Nc3cccc(S(=O)(=O)N(C)C)c3)ccc12 | 3.0%
94 | CCOCCCNC(=O)c1ccc(N2CCCC2)c(NS(=O)(=O)c2ccc(C)cc2)c1 | 20.9%
95 | COc1ccc(CNC(=O)C(c2ccncc2)N(C(=O)Cc2cccs2)c2ccccc2)cc1 (stereo unspecified) | 3.2%
96 | N#Cc1c(Nc2ccc(F)cc2)sc(C(=O)c2ccccc2)c1N | u
97 | Cc1noc(C)c1C(=O)OC(C)C(=O)Nc1ccc(S(=O)(=O)NC(C)C)cc1 (stereo unspecified) | -2.0%
98 | COc1ccccc1/C=N/NC(=O)CNC(=O)c1ccc(S(=O)(=O)N(C)C)cc1 | 1.8%
99 | COc1ccc(C(=O)NCC(=O)N/N=C/C=C/c2ccccc2)cc1OC | 0.3%
100 | O=C(CN1CCN(c2ccc(Cl)cc2)CC1)NCc1cccs1 | -13.5%
101 | N#Cc1ccccc1Cn1c(=O)n(CCC(=O)NCc2ccco2)c(=O)c2ccccc21 | -5.0%
102 | O=C(CNC(=O)c1ccc(N2C(=O)c3ccccc3C2=O)cc1)OCC(=O)c1ccccc1 | 12.3%
103 | O=C(C1=C[C@@H](C2CC2)C[C@@H](OCCCCO)O1)N1CCN(Cc2ccccc2)CC1 | -5.4%[57.5 µM]
104 | COc1ccccc1OCCC(=O)OCC(=O)NCc1ccc(Cl)cc1 | 3.4%
105 | CCCn1c(SCC(=O)c2cc(C)n(-c3ccc4c(c3)OCO4)c2C)n[nH]c1=O | 11.8%

Random excerpt: three entries already listed, in no set order.
No. | molecule | ERK EGF inh
94 | CCOCCCNC(=O)c1ccc(N2CCCC2)c(NS(=O)(=O)c2ccc(C)cc2)c1 | 20.9%
104 | COc1ccccc1OCCC(=O)OCC(=O)NCc1ccc(Cl)cc1 | 3.4%
95 | COc1ccc(CNC(=O)C(c2ccncc2)N(C(=O)Cc2cccs2)c2ccccc2)cc1 (stereo unspecified) | 3.2%

Later entries.
No. | molecule | ERK EGF inh
106 | CCC(C)NC(=O)COc1ccc(OCc2ccccc2)cc1 (stereo unspecified) | -6.2%
107 | CCOC(=O)Cn1nnnc1CN(Cc1ccc(OC)cc1)Cc1cc2cc(C)ccc2[nH]c1=O | 7.5%
108 | CCOC(=O)N1CCN(C(=O)/C=C/c2c(C)nn(-c3ccc(F)cc3)c2Cl)CC1 | 9.8%
109 | COCCNC(=S)N(C)C1(c2ccccc2Cl)CCCCC1=O (stereo unspecified) | -17.6%
110 | COc1ccc(-c2noc(-c3cccc(Cl)c3)n2)cc1OC | -1.1%
111 | O=C(CCCCCCCC(=O)NCC1CCCO1)NCC1CCCO1 (stereo unspecified) | -9.5%
112 | COc1cc(C)ccc1OCCOCCN(C)Cc1ccccc1 | 3.9%
113 | COCc1cc(C)nc(SCC(=O)Oc2ccccc2)c1C#N | -1.0%
114 | Cc1csc2c(N3CCCCC3)ncnc12 | -8.6%[57.5 µM]
115 | CCCC(=O)Oc1ccc2c(C)cc(=O)oc2c1 | -3.1%
116 | C=C(C)CSc1nc2sc3c(c2c(=O)n1C1CCCCC1)CCN(C)C3 | 0.9%[57.5 µM]
117 | O=C(CCCCCCCCC(=O)N/N=C/c1ccco1)N/N=C/c1ccco1 | -3.4%
118 | O=C(O)CCCCNS(=O)(=O)/C=C/c1ccccc1 | 2.3%
119 | CC(C)N(Cc1ccccc1)C(=O)COC(=O)/C=C/c1cnc2ccccc2n1 | -1.7%
120 | COc1ccc(Cn2c(C)nnc2-c2cnn(C)c2N)cc1 | 1.6%
121 | O=C(Cc1c(F)cccc1Cl)N1CCOCC1 | -4.8%
122 | COc1cc2c(cc1OC)C(=O)N(C)CC2 | -1.3%
123 | Cc1ncc(CO)c2cc(-c3nnc(Nc4ccc5c(c4)OCO5)s3)c(=O)oc12 | 3.3%[57.5 µM]
124 | Cc1cccc(OCC(=O)Nc2ncn[nH]2)c1C | -10.0%[57.5 µM]

Source: PubChem BioAssay
